TbREL1 primary = TbREL1 inhibition, primary screen. TbREL1 RNA ligation, FRET fluorescence. AID 1117264. actives 0.49% (n = 89,000). inhibition, % at 9.66 µM;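 active means inhibition above the mean inhibition across all screened compounds plus 3 SD, cut at about 11% in these data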;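 further: 0% = plate median of test wells and 100% = NSC42067 control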
Target sequence (P86926 whole entry, looked up): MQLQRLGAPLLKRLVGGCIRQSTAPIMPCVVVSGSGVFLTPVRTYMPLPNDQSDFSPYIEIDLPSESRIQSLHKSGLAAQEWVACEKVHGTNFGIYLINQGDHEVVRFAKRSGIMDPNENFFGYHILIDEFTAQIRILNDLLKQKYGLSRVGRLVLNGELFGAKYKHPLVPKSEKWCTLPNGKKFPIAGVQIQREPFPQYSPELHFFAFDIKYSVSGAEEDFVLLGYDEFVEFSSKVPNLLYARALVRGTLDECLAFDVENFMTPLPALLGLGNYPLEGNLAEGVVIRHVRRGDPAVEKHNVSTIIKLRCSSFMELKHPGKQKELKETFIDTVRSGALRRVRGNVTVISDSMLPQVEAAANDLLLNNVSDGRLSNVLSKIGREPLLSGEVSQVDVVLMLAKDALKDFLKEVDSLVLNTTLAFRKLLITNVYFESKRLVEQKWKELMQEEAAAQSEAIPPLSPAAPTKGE
Starred values were filed as active, the others as inactive.

SMILES	TbREL1 primary
CC(C)(C)n1nnnc1CN1CCN(C(c2ccccc2)c2ccccc2)CC1	-3
COc1cc(S(=O)(=O)NCc2cccnc2)ccc1F	0
CC1CCC(NC(=O)CN2C(=O)c3cccnc3Oc3ccc(Cl)cc32)CC1 (stereo not drawn)	0
CCOC(=O)C1=CCN(S(=O)(=O)c2ccc(C)cc2)C1c1cccc(C)c1 (stereo not drawn)	1
O=C(Nc1ccc2c(c1)nc1n2CCCCC1)c1cc(S(=O)(=O)N2CCOCC2)ccc1Cl	0
CCN(CC)S(=O)(=O)c1ccc(OC)c(NC(=O)CCc2c(C)noc2C)c1	-4
O=C(CNC(=O)c1ccco1)NNC(=O)c1ccc(Br)cc1	8
O=C(Cn1c(=O)oc2ccccc21)N1CCN(c2ccc(N3CCOCC3)nn2)CC1	3
Cc1cc(Cl)ccc1C(=O)C1CCCN(C(=O)c2ccoc2)C1 (stereo not drawn)	0
Cc1ccc(OCC(=O)OCC(=O)NC2CCCCCC2)cc1C	4
Cc1cc(=O)[nH]c(N/N=C/c2cc(C)n(-c3ccccc3)c2C)n1	-5
Cc1ccc(S(=O)(=O)Nc2ccc3c4c(cccc24)CC3)c(C)c1	-2
COc1ccccc1NC(=O)COc1ccc(/C=N/NC(=O)c2cccnc2)cc1	1
Cc1cc(C)n2nc(S(=O)(=O)NC(C)(C)C)nc2n1	4
CC1(C)C2(C#N)C(=O)NC(=O)C12C#N (stereo not drawn)	-3
OC1(C(F)(F)F)CC(c2ccc3ccccc3c2)=NO1 (stereo not drawn)	3
Cc1ccnc(NC(=O)CCC(=O)N(CC(=O)NC2CCCCC2)C2CCCC2)c1	8
C=CCCC(=O)N1CCC(C(=O)NCC2COc3ccccc3O2)CC1 (stereo not drawn)	-5
COc1ccc2oc(C(=O)OCc3nnc(-c4ccccc4)o3)c(C)c2c1	0
O=C(Nc1ccc(S(=O)(=O)Nc2cnc3ccccc3n2)cc1)c1ccc(F)cc1	-2
N#CC(C#N)=c1ccc2c(c1)N1C3=C(CCCC3)CC3CCCCC31N=2 (stereo not drawn)	-3
COc1cc(/C=N/S(=O)(=O)c2ccccc2)cc(OC)c1O	-8
COc1ccc(-c2nc(CSCC(=O)NCCCN3CCCC3=O)c(C)o2)cc1OC	-1
CCCS(=O)(=O)c1nc(S(=O)(=O)c2ccc(C)cc2)c(N2CCC(C)CC2)s1	-2
O=C(N/N=C/c1cc([N+](=O)[O-])ccc1N1CCNCC1)c1ccc([N+](=O)[O-])cc1	1

Grouped by structure, the entries above containing a Cl atom.
SMILES	TbREL1 primary
CC1CCC(NC(=O)CN2C(=O)c3cccnc3Oc3ccc(Cl)cc32)CC1 (stereo not drawn)	0
O=C(Nc1ccc2c(c1)nc1n2CCCCC1)c1cc(S(=O)(=O)N2CCOCC2)ccc1Cl	0
Cc1cc(Cl)ccc1C(=O)C1CCCN(C(=O)c2ccoc2)C1 (stereo not drawn)	0

The main list resumes with the two entries that preceded the break.
SMILES	TbREL1 primary
CCCS(=O)(=O)c1nc(S(=O)(=O)c2ccc(C)cc2)c(N2CCC(C)CC2)s1	-2
O=C(N/N=C/c1cc([N+](=O)[O-])ccc1N1CCNCC1)c1ccc([N+](=O)[O-])cc1	1
N#CCSc1nnc2ccc3ccccc3n12	1
Cc1ccc(NC(=O)NC2CCCc3ccccc32)cc1 (stereo not drawn)	7
O=C1/C(=C\c2ccc(O)c(O)c2)C(c2ccccc2)=NN1c1ccccc1	-7
CN(C)C(=S)SCCn1c(N)nc(N(C)C)nc1=O	-1
COc1cccc(NC(=O)N2CCCC2C(=O)NCc2ccccc2)c1 (stereo not drawn)	2
CN1C[C@@H]2[C@@H]3C(=O)N(C)C(=O)[C@@H]3[C@](C)(C1=O)N2C(=O)c1ccc(F)cc1	1
c1ccc(-c2n[nH]c(-c3ccccn3)n2)cc1	1
CCc1ccccc1Nc1nc2ccccc2n1C(C)C	5
COCC1CCN(C(=O)C2CCN(c3nc(-c4ccccc4)nc4c3CCC4)CC2)C1 (stereo not drawn)	2
COc1ccc(/C=N/S(=O)(=O)CCc2ccccc2)c(OC)c1	1
O=S(=O)(c1ccc(F)c(F)c1F)N1CCN(c2ncnc3sccc23)CC1	0
CCOC(=O)C1=C(CN2CCCCCC2)NC(=O)NC1c1ccc2c(c1)OCO2 (stereo not drawn)	-2
Cc1cc(NC(=O)c2ccccc2Cl)c(C(C)C)cc1O	-2
O=C(N/N=C1/CCSC1)c1cc(Br)ccc1O	-3
Fc1ccccc1C1c2[nH]c3ccccc3c2CCN1Cc1cccn1-c1ncccn1 (stereo not drawn)	1
COc1ccc(/C=C(\NC(=O)c2ccco2)C(=O)N2CCOCC2)cc1	0
O=C(Nc1nnc(-c2cccnc2)o1)c1cccc(Cl)c1	5
CC1Cc2ccccc2N1C(=O)CSc1nc2ccccc2o1 (stereo not drawn)	1
Cc1nc2sc3c(c2c(=O)o1)CC(C)(C)OC3	-2
O=C(NC(=S)Nn1cnnc1)c1ccccc1	2
COC(=O)c1ccc(C2=NOC(C)(c3sc(-c4ccccc4)nc3C)C2)cc1 (stereo not drawn)	0
CC(C)C(=O)N(Nc1nc2ccccc2s1)C(=O)C(C)C	-1
Cc1ccc(CNC(=O)c2nnn(CC(=O)Nc3cccc(C)c3C)c2N)cc1	8
CCC[C@H]1[C@@H](OC(=O)NCCc2ccccc2)CC[C@@]23CCCN2C(=O)CCC[C@@H]13	9
c1ccc(CCCCN2C(Nc3ccccc3)=NC[C@@H]2Cc2ccccc2)cc1	9

Part of the list above in order of heavy-atom count, lowest first.
SMILES	TbREL1 primary
CC1Cc2ccccc2N1C(=O)CSc1nc2ccccc2o1 (stereo not drawn)	1
COc1ccc(/C=C(\NC(=O)c2ccco2)C(=O)N2CCOCC2)cc1	0
CCOC(=O)C1=C(CN2CCCCCC2)NC(=O)NC1c1ccc2c(c1)OCO2 (stereo not drawn)	-2
COCC1CCN(C(=O)C2CCN(c3nc(-c4ccccc4)nc4c3CCC4)CC2)C1 (stereo not drawn)	2
Fc1ccccc1C1c2[nH]c3ccccc3c2CCN1Cc1cccn1-c1ncccn1 (stereo not drawn)	1

Later entries:
SMILES	TbREL1 primary
O=C(CN1CCN(c2ccccc2)CC1)Nc1c(C(=O)C2CC2)oc2ccccc12	1
Cc1nn(Cc2ccc(Cl)cc2)c(C)c1NC(=O)CCCn1nc(C)c([N+](=O)[O-])c1C	0
CCOc1nc(-c2ccc(OC)cc2)ccc1-c1noc(C)n1	-3
Cc1ccc(NC(=O)CSc2nnc(-c3ccoc3C)n2CCCN(C)C)cc1Cl	-1
O=C(COc1ccc(S(=O)(=O)NC2CCCCC2)cc1)NCC1CCCO1 (stereo not drawn)	1
Oc1ccc2ccccc2c1/C=N/Nc1nnc(-c2ncc[nH]2)c2ccccc12	2
CCCc1[nH]c(=O)c(C#N)c2c1COC(C)(C)C2	0
O=C(COc1cccc2c1CCNC2=O)Nc1ccc(Cl)cc1	1
COc1cccc(N(CC(=O)N2CCN(c3ccccc3OC)CC2)S(C)(=O)=O)c1	4
COc1ccc(S(=O)(=O)NC2CC2)cc1-n1cnnn1	-2
O=C(NCC(F)(F)F)c1cc2c(c(-c3cccc(-c4ccccc4F)c3)n1)[C@H](CCO)N(C(=O)CC1CC1)C2	6
CCCCCNC(=O)C1C(=O)Nc2ccccc2C(=O)N1c1ccc(OC)cc1 (stereo not drawn)	-1
O=C(CN1C(=O)NC2(CCCC2)C1=O)Nc1cccc(Cl)c1Cl	-4
COc1ccc(N(CC(=O)NCCc2ccc(OC)c(OC)c2)S(=O)(=O)c2c(C)noc2C)cc1	-1
COc1ccc(-n2c(C)cc(C(=O)COc3ccc(C)nc3[N+](=O)[O-])c2C)cc1	-4
Cc1ccc(S(=O)(=O)N(C)C)cc1NC(=O)C1CCCCN1S(=O)(=O)c1ccccc1 (stereo not drawn)	3
CSc1ccc(S(=O)(=O)Nc2ccc3c4c(cccc24)CC3)cc1	7
COc1ccc(OC)c(/C=N\NC(=O)c2ccc(COc3ccc(C)cc3[N+](=O)[O-])o2)c1	0
COc1cc(NC(=O)c2ccc(C(=O)c3ccccc3)cc2)cc(OC)c1OC	3
Cc1sc2nc(COC(=O)c3c(F)cccc3F)[nH]c(=O)c2c1C	-2
Nc1nnc(CSCc2ccccc2)s1	2
CC(C)CN(C(=O)CSc1nnc2c(Cl)cc(C(F)(F)F)cn12)C1CCS(=O)(=O)C1 (stereo not drawn)	-1
CC(C)(C)OC(=O)[C@H](Cc1ccccc1)NCC(=O)OCc1ccc(C(=O)NCc2ccccc2)cc1	0
COc1ccc2oc(C(=O)OCC(=O)N(CC(C)C)c3c(N)n(Cc4ccccc4)c(=O)[nH]c3=O)c(C)c2c1	1
COc1cc(/C=N/NC(=O)CNC(=O)c2ccco2)ccc1O	-1

Continued.
SMILES	TbREL1 primary
Cc1cccc(OCCc2nnc(N)s2)c1C	3
Nc1ccc(Oc2ccc(Br)cc2)cc1	-4
COc1ccc(N2CC(C(=O)NCCC3=CCCCC3)CC2=O)c(OC)c1 (stereo not drawn)	-4
COc1ccc(C(=O)NCc2nnc(SCC(=O)N3CCC(C)CC3)o2)cc1OC	-5
COc1cccc(CNC(=O)CN2CCCc3ccccc32)c1	-4
CCOC(=O)C1C(=O)N(C(=O)c2cncc(Br)c2)CC1c1ccccc1 (stereo not drawn)	-4
CCOC(=O)[C@@]12CCC3=C1N(CCC3)C(=O)[C@H](CC(=O)NCC13CC4CC(CC(C4)C1)C3)C2	-3
COc1ccc(CCNC(=O)CSc2nc3scc(-c4ccccc4)c3c(=O)[nH]2)cc1	-4
Cc1cc(C(=O)Nc2ccccc2C#N)n(-c2ccccc2)n1	-1
O=S(=O)(O)c1nnc2sc3ccccc3n12	5
COCc1cc(Sc2ccc(Cl)cc2)nc(-c2ccccc2)n1	2
c1ccc(Nc2ccc(-n3ccnc3)nn2)cc1	2
COCCCN(C(=O)Cc1ccc(S(=O)(=O)N2CCOCC2)s1)c1c(N)n(Cc2ccccc2)c(=O)[nH]c1=O	0
Cc1cc(C)c(C)c(S(=O)(=O)N2CCN(C(=O)c3cc(=O)[nH]c4ccccc34)CC2)c1C	1
COc1ccc(CC(=O)N/N=C(\C)c2cccnc2)cc1OC	-2
COc1cc(C(=O)OCC(=O)c2ccc(S(=O)(=O)N3CCCCC3)cc2)cc(OC)c1OC	3
O=C(O)c1ccccc1SCc1ccc2c(c1)OCO2	-2
CCc1ccccc1NC(=O)C1CCCN(c2nccc(C)n2)C1 (stereo not drawn)	1
Brc1cccc(-c2nc3c4ccccc4ccn3c2CC2CCCCC2)c1	1
NC(c1ccccc1)c1csc(NC(=O)NCCc2ccccc2)n1 (stereo not drawn)	5
O=c1c(-c2ccccc2)c(O)c2cccc3c2n1CCC3	-1
CC1(c2nnc(-c3cccc(Cl)c3)o2)CC(c2ccc(F)cc2)=NO1 (stereo not drawn)	-3
O=C(NC1CCCCC1)C(c1ccc(C(F)(F)F)cc1)n1c(=O)c(-c2ccccc2)nc2ccccc21 (stereo not drawn)	3
COc1ccc(CNS(=O)(=O)c2ccc(F)c(C(=O)Nc3ccccc3OC)c2)cc1	1
NC(=S)N/N=C1/CCSc2ccc3ccccc3c21	-4

Taken from above:
Cc1cc(C)c(C)c(S(=O)(=O)N2CCN(C(=O)c3cc(=O)[nH]c4ccccc34)CC2)c1C – TbREL1 primary = 1
CCOC(=O)[C@@]12CCC3=C1N(CCC3)C(=O)[C@H](CC(=O)NCC13CC4CC(CC(C4)C1)C3)C2 – TbREL1 primary = -3
COCc1cc(Sc2ccc(Cl)cc2)nc(-c2ccccc2)n1 – TbREL1 primary = 2
COc1ccc(CNS(=O)(=O)c2ccc(F)c(C(=O)Nc3ccccc3OC)c2)cc1 – TbREL1 primary = 1
Cc1cccc(OCCc2nnc(N)s2)c1C – TbREL1 primary = 3
Brc1cccc(-c2nc3c4ccccc4ccn3c2CC2CCCCC2)c1 – TbREL1 primary = 1

Later entries.
SMILES	TbREL1 primary
O=C(Nc1ccc2nn(-c3ccccc3)nc2c1)c1ccco1	4
O=C(O)C1CCCN1C(=O)Oc1ccccc1 (stereo not drawn)	0
CCOc1ccc(-c2nonc2NC(=O)c2ccco2)cc1	-1
Cc1cccc(-c2n[nH]c(=S)n2/N=C/C=C/c2ccco2)c1	1
O=C(Cn1nnc(-c2ccc(N3CCOCC3)cc2)n1)c1cccc(F)c1	2
Cc1cccn2c(=O)nc(SCC(=O)N3CCCCC3)nc12	0
Cc1ccc(C(=O)Nc2oc(-c3ccccc3)cc2C#N)cc1	-1
O=c1onc(-c2ccccc2)n1-c1cc(Cl)cc(Cl)c1	-3
Cc1cccn2cc(CCNC(=O)c3cccs3)nc12	1
O=C(NC(=S)N1CCN(C/C=C/c2ccccc2)CC1)c1cccnc1	-2
CSCCC(Nc1ccc(S(=O)(=O)N2CCOCC2)cc1[N+](=O)[O-])C(=O)OCC(=O)NCC(C)C (stereo not drawn)	-1
CC(C)(C)NC(=O)C(c1ccc(C#N)cc1)n1c(=O)c(-c2ccccc2)nc2ccccc21 (stereo not drawn)	0
Cc1ccc2c(c1)C(C)CC(C)(C)N2C(=O)NC1CCCCC1 (stereo not drawn)	-1
Cc1cc(N2C(=O)C(=O)/C(=C(/O)c3ccc(F)cc3)C2c2ccc(F)cc2)no1 (stereo not drawn)	-4
Cc1ccc(S(=O)(=O)NC2=NCN(C3CCCCC3)CN2)cc1	0
Cc1ccc(NC(=O)NNC(=O)c2cc3ccccc3cc2O)c(C)c1	-6
COc1cc(/C(C)=N/NC(=O)c2cccc(S(=O)(=O)N3CCCC3)c2)cc(OC)c1OC	-2
O=C(C1=C[C@@H](c2ccc(Br)cc2)C[C@@H](OCc2ccc(CO)cc2)O1)N1CCOCC1	1
C#CCSc1nnc(-c2sc(-c3ccccc3)nc2C)n1C	-2
O=C(c1nc2ccccn2c1CN1CCCC(c2nc3ccccc3o2)C1)N1CCCC1 (stereo not drawn)	1
O=C(OCc1cn(Cc2cccc(F)c2)nn1)N1CCCCC1	5
O=C1CCCC2=C1C(c1ccc(Br)cc1)c1c([nH]c(=S)[nH]c1=O)N2 (stereo not drawn)	0
COc1ccc(C=C(C#N)c2ccc(OC)cc2)cc1	3

Assay outcomes: PubChem BioAssay, The Scripps Research Institute Molecular Screening Center

The list is partial; count on the stated rates, not on these rows.
